# Compound activity deposited in PubChem BioAssay by several laboratories.
# PAFAH1B2 FP inh: PAFAH1B2 (human) inhibition; P68402; recombinant PAFAH1B2, FP-rhodamine activity probe, fluorescence polarization; inhibition, % at 3.39 µM; 340,000 tested, 1.2% active; AID 492953;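 active = inhibition above the mean of all tested compounds plus 3 SD, cut at about 24% in these data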;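 also: 0% = enzyme with DMSO and 100% = wells lacking PAFAH1B2; many of its hits are not listed in these tables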
# PME-1 primary: PME-1 (human) inhibition | Q9Y570 | AID 2130 | recombinant PME-1, FP-Rh probe fluorescence polarization | inhibition, % at 5.9 µM | 320,000 tested, 0.53% active;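 active = inhibition above the campaign mean of all compounds plus 3 SD, cut at about 26% in these data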;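 also: competitive labeling of PME-1 active site by serine hydrolase directed probe; 0% = PME-1 with DMSO and 100% = wells lacking PME-1 enzyme; inhibitors block probe labeling so polarization falls and inhibition rises; many of its hits are not listed in these tables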
# GLD-1 RNA inh: GLD-1-TGE RNA interaction inhibition (C. elegans). Q17339. purified GLD-1 + fluorescein TGE RNA, fluorescence polarization. inhibition, % at 5.96 µM. 320,000 tested, 0.44% active. AID 2280;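 active = percent inhibition above a per-plate cutoff, the plate mean of test compounds plus 3 SD, cut at about 30% in these data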;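 also: 0% = DMSO wells with GLD-1 and probe and 100% = wells lacking GLD-1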
# AHR activator: activators of human aryl hydrocarbon receptor; 320,000 tested, 2.5% active; AID 2796; P35869; AHR-responsive luciferase reporter cells, luminescence; activation, % at 5 µM; in the data active = activation above about 47%;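 also: 0% = vehicle wells and 100% = reference agonist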
# Target sequence (P35869 whole entry, looked up): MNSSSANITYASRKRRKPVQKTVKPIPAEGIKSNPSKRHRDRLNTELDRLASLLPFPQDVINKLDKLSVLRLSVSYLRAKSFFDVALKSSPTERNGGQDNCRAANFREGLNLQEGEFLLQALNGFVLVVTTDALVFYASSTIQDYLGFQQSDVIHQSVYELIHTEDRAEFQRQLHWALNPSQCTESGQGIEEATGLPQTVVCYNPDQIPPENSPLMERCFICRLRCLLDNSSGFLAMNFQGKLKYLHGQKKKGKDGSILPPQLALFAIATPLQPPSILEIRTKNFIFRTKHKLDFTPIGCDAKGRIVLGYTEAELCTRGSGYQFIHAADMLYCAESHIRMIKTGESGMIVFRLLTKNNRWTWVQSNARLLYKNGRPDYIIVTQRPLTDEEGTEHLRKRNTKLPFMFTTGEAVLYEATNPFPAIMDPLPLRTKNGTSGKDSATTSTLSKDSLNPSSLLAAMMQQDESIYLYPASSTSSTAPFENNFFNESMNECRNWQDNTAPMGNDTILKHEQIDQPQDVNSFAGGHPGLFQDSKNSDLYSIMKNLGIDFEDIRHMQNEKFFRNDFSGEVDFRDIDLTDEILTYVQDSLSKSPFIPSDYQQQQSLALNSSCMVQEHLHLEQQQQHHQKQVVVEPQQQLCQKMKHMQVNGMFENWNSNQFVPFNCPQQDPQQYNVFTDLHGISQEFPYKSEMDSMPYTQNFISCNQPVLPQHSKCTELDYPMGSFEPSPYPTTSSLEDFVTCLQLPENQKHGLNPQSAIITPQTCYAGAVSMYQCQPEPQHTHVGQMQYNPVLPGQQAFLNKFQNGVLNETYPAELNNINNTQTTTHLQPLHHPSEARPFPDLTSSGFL
# MCL1-BIM inh: disrupts human MCL1 binding to BIM-BH3 peptide; GST-MCL1 / FITC-Bim-BH3 fluorescence polarization; 320,000 tested, 0.68% active; inhibition, % at 10.9 µM;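 active = inhibition above the mean inhibition of all tested compounds plus 3 SD, set per campaign, cut at about 40% in these data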;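 also: 0% = DMSO wells and 100% = unlabeled Bim-BH3 peptide control; higher means more loss of mP so more displacement of Bim peptide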
# Bcl-xL primary: Bcl-xL (human) inhibition | inhibition, % at 10.9 µM | Q07817 | 320,000 tested, 0.7% active | GST-Bcl-xL / FITC-Bim BH3 peptide fluorescence polarization;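 active = inhibition above the mean of all tested compounds plus 3 SD, cutoff set per campaign, cut at about 30% in these data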;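 also: 0% = DMSO wells and 100% = unlabeled Bim-BH3 peptide competitor; inhibitors lower millipolarization by displacing the labeled peptide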
# Target sequence (Q07817 whole entry, looked up): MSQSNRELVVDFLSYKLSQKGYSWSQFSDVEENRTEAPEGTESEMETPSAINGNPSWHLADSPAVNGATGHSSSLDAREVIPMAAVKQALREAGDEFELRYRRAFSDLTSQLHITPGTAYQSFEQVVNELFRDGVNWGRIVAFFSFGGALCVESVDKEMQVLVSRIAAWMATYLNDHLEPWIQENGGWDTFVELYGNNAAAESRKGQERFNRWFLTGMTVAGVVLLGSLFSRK
# pPAFAH inh: pPAFAH (human) enzyme inhibition | Q13093 | recombinant pPAFAH, FP-rhodamine probe fluorescence polarization | inhibition, % at 3.39 µM | 330,000 tested, 1.5% active | AID 463082;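 active = inhibition above the mean inhibition across the screen plus 3 SD, cut at about 25% in these data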;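 also: inhibitors block binding of the rhodamine activity-based probe so polarization drops; 0% = enzyme with DMSO and 100% = wells lacking pPAFAH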
# Fam108B counter: blocks mouse Fam108B hydrolase in RBBP9 counter-screen; AID 1947; recombinant Fam108B, FP-Rh probe fluorescence polarization; inhibition, % at 9.51 µM; 300,000 tested, 0.33% active;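 active = inhibition above the screen mean inhibition plus 3 SD, computed separately per campaign, cut at about 18% in these data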;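 also: inhibitors lower polarization as less probe binds the enzyme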
# MEX-5 binding: C. elegans MEX-5 TCR-2 RNA binding activity. Q9XUB2. MEX-5/FITC-TCR2 RNA binding, fluorescence polarization; stronger effect = lower value. activity score (negative = inhibition of binding), % at 10 µM. 300,000 tested, 0.38% active;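 active = inhibition past about -25% in most replicates, and total fluorescence under double the plate's negative control median, limit read from the data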;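 also: 0% = DMSO and -100% = 5 µM competing unlabeled TCR2 RNA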
# * marks the source's active call; other numbers are inactive results; / = not tested or not shown; & = joins results of further samples.
SMILES,PAFAH1B2 FP inh,PME-1 primary,GLD-1 RNA inh,AHR activator,MCL1-BIM inh,Bcl-xL primary,pPAFAH inh,Fam108B counter,MEX-5 binding
O=S(=O)(c1ccccc1)N1CCN=C1SCc1ccccc1Cl,-1.4,8.6,-1.0,6.4,5.5,10.2,0.1,4.0,-0.3
Cc1ccccc1OCCn1ccnc1,-3.7,0.5,7.2,2.6,8.7,2.9,6.3,-1.1,0.8
COc1ccc(NC(=O)CN(C)C(=O)c2ccc(N3CCCCCC3)c([N+](=O)[O-])c2)cc1,3.2,-6.7,5.2,4.1,0.6,5.9,-2.4,-5.1,1.3
CC(NC(=O)/C(C#N)=C/c1ccco1)c1ccccc1 (configuration not stated),9.9,0.3,2.1,-0.5,5.0,-1.5,3.1,-2.0,-1.4
O=C1CCCN1CC(CN1CCOCC1)Sc1nnnn1-c1ccccc1 (configuration not stated),8.3&4.2,0.4,4.0,2.0,2.8,6.8,9.8,2.4,-4.1
CCCCN(CC)C(=O)Cc1c(C(=O)O)[nH]c2ccc(Cl)cc12,50.2*,-3.9,-8.7,6.5,14.1,8.5,-3.0,-3.5,1.8
CCn1cc(C(=O)NCCN(C)C)c(=O)c2cc(F)c(N3CCN(C)CC3)cc21,-0.4,3.6,4.5,0.3,3.6,4.6,2.5,-0.4,3.2
CC(C)(Oc1ccc(Cl)cc1)C(=O)Nc1cccc(S(=O)(=O)NC2=NCCC2)c1,7.4,2.2,4.0,0.4,3.3,3.2,0.6,/,/
Cc1cccn2c(=O)c(/C=C(\C#N)C(N)=O)c(N3CCN(Cc4ccc5c(c4)OCO5)CC3)nc12,5.1,4.4,1.7,-3.7,-5.2,5.3,2.6,0.0,-0.6
COc1cc(CC(=O)OCC(=O)N2C(C)CCCC2C)cc(OC)c1OC (configuration not stated),8.8,-4.5,1.5,0.8,1.9,4.7,4.0,-2.4,1.7
Cc1c(NC(=O)CSCc2c(F)cccc2Cl)c(=O)n(-c2ccccc2)n1C,/,-7.8,3.3,-1.5,1.1,2.0,-5.7,-1.3,-1.9
O=C(Nc1cccnc1)c1cc(-c2cccnc2)nc2ccc(Br)cc12,3.3,-1.3,13.4,11.2,16.6,11.7,5.1,-3.2,1.5
CCN1CCCC1CNCc1cccc(OC)c1OCc1ccc(F)cc1 (configuration not stated),5.2,-1.1,-1.6,-0.1,-1.9,-1.1,-0.7,-1.8,-1.7
COc1ccc(CCNC(=O)c2ccc(OCC(=O)N3CCOCC3)c(OC)c2)cc1OC,-2.6,8.1,-1.4,0.9,-6.7,-6.8,-5.2,-3.4,4.3
O=S(=O)(c1ccc(NC(=S)NN=C2CCCCC2)cc1)N1CCOCC1,2.7,6.5,-6.0,-0.1,3.4,-4.2,6.6,10.6,1.0
O=C(Nc1ccc(N2CCCCC2)cc1)c1ccccc1,-4.2,-5.7,-2.3,-2.3,-0.3,-2.0,2.4,-1.8,-0.3
COc1ccc(N2CCN(S(=O)(=O)CCNC(=O)COc3ccccc3C)CC2)cc1,5.2,-1.3,8.2,1.5,6.9,8.2,3.0,-0.3,-0.6
Cc1cc(C)c(C#N)c(SC(C(=O)NC(C)(C)C)c2ccccc2)n1 (configuration not stated),2.2,-6.2,4.5,2.4,11.2,5.1,-6.0,1.3,-2.5
CSc1ccc(/C=C/C(=O)c2ccc(NC(=O)C(C)C)cc2)cc1,-7.1,-54.0,-5.3,3.0,-0.9,-0.1,-20.9,-34.4,-1.6
CC[C@@H](C(=O)[C@@H](C)[C@@H](O)[C@H](C)CCc1ccc(C)c(O)c1C(=O)O)[C@H]1O[C@](CC)([C@H]2CC[C@](O)(CC)[C@H](C)O2)C[C@@H]1C,5.6,-1.4,6.6,-4.2,7.5,13.3,12.2,-0.7,-3.6
COc1cc(NC(=O)c2cc3ccccc3o2)c(OC)cc1Cl,-2.8,3.2,6.1,61.5*,2.1,2.9,-0.1,4.8,-1.9
CCn1nc(NC(=O)Cc2ccc(OC)cc2)c2cc3cccc(C)c3nc21,-1.9,1.8,-1.6,10.2,0.3,5.5,1.3,0.0,3.7
CSc1cccc(NC(=O)OC2CCCCCCCCCCC2)c1,1.1,1.1,3.8,10.7,10.4,1.8,-0.2,-3.8,-2.1
CCCn1c(C2CCCN2c2nc(C)cs2)nc2cc(Cl)c(Cl)cc21 (configuration not stated),3.7,8.6,0.7,5.6,9.8,7.2,3.9,4.4,0.2
C#CCNC(=O)C1=C[C@@H](C(C)(C)C)C[C@@H](OCc2ccc(CO)cc2)O1,3.8,-4.8,-0.6,-0.1,2.5,2.5,-2.7,0.6,-0.7
COc1ccc(NC(=O)CN2CCN(CC(=O)Nc3ccc4c(c3)OCO4)CC2)cc1,3.5,2.4,-4.2,6.2,0.1,-4.1,-3.5,5.3,/
Cc1cc2[nH]c(=O)c(=O)[nH]c2cc1S(=O)(=O)Nc1ccccc1F,5.9,-1.3,16.0,3.8,-0.7,-4.0,-2.8,1.5,-1.2
O=C(CCN1CCCC1=O)NC1CCCc2c1cnn2-c1ccccc1F (configuration not stated),-0.2,-1.8,-1.8,-2.2,5.3,-1.0,4.4,2.8,-1.0
O=C(COC(=O)CCN1C(=O)c2ccccc2C1=O)Nc1ccccc1[N+](=O)[O-],5.0,5.7,0.5,5.4,4.2,-0.3,9.1,/,/
O=C(Cn1cc([N+](=O)[O-])cn1)N1CCN(c2ccccc2)CC1,0.2,0.4,3.2,0.7,6.7,1.9,3.2,-1.1,-0.1
Cc1ccc(C(=O)NC(=S)Nc2ccccc2C)cc1,7.0,0.9,-1.4,2.7,4.1,2.6,-7.3,-1.9,1.9
COc1ccc(NC(=O)Nc2ccc(OC)cc2)cc1,-4.8,3.7,-1.3,0.7,6.4,5.1,2.5,1.7,1.2

# Continued, starting with the last two of the part before.
SMILES,PAFAH1B2 FP inh,PME-1 primary,GLD-1 RNA inh,AHR activator,MCL1-BIM inh,Bcl-xL primary,pPAFAH inh,Fam108B counter,MEX-5 binding
Cc1ccc(C(=O)NC(=S)Nc2ccccc2C)cc1,7.0,0.9,-1.4,2.7,4.1,2.6,-7.3,-1.9,1.9
COc1ccc(NC(=O)Nc2ccc(OC)cc2)cc1,-4.8,3.7,-1.3,0.7,6.4,5.1,2.5,1.7,1.2
Cc1nn(C)c(C)c1NC(=O)CCl,1.5,-3.9,1.7,-0.3,4.0,8.3,-4.5,4.5,0.2
COc1ccc(CC(C)NS(=O)(=O)c2ccc3c(c2)CCN3S(C)(=O)=O)cc1OC (configuration not stated),3.5,8.6,8.4,0.7,-1.4,-0.8,-1.5,2.4,0.0
Cc1cccc(NC(=O)COC(=O)CSc2ccccc2)c1C,21.3,0.0,-0.1,-0.9,-0.4,-2.0,18.1,/,/
COc1ccc(/C=C/C(=O)c2ccc(OC)cc2O)cc1,3.6,1.7,5.2,4.2,5.3,1.5,9.5,-4.7,-1.5
COc1ccccc1C(=O)N/N=C/C(C)=C/c1ccccc1,3.1,-0.9,3.1,9.6,-1.4,3.7,1.9,0.3,1.9
Cc1ccc2ccc(C(Nc3cccc(C(F)(F)F)c3)c3cccnc3)c(O)c2n1 (configuration not stated),3.9,2.8,8.6,7.4,5.0,6.0,8.4,-7.5,1.1
CCOc1cccc(C(=O)N(Cc2ccc(F)cc2)C2CCS(=O)(=O)C2)c1 (configuration not stated),3.1,-0.4,3.0,0.5,1.3,0.1,5.8,-3.3,0.3
CN(CC(=O)Nc1cccc(F)c1)CC(=O)Nc1cccc(S(=O)(=O)N2CCCCCC2)c1,4.2,4.0,4.4,3.8,6.6,2.6,1.3,-3.2,-1.4
Cc1cccc(Cn2c(Cc3ccccc3)nc3ccccc32)c1,8.8,-0.6,5.4,3.3,0.9,5.1,-1.9,4.0,-0.6
CN(c1ccccc1C(=O)Nc1ccc(S(=O)(=O)N2CCOCC2)cc1)S(=O)(=O)c1ccccc1,-0.8,1.4,-1.7,2.5,5.0,5.6,1.7,6.5,1.9
CCOC(=O)c1cc(CC)sc1NC(=O)CN1C(=O)C(=O)N(CC(C)C)C1=O,2.0,1.3,5.2,1.0,-3.1,-5.9,9.2,0.2,-0.6
COc1ccccc1N(C1=NCCCS1)S(=O)(=O)c1ccc(C(C)(C)C)cc1,4.1,-0.7,2.4,0.6,-6.3,0.4,9.3,3.5,3.5
N#Cc1ccccc1NC(=O)CN1CCN(c2ccccn2)CC1,5.8,3.0,-7.7,0.1,-0.5,0.3,1.4,3.4,0.4
Cc1csc(NC(=O)CSc2nnc(C)c(=O)n2N)n1,-4.6,2.7,-0.5,2.0,3.9,1.1,6.8,-2.1,-1.0
Cc1ccc(CC2CC(=O)N(c3ccc(C)cc3)C2=O)cc1 (configuration not stated),0.7,-0.9,0.6,0.0,-0.6,1.4,2.4,4.4,-5.7
CCN(C(=O)CSc1nnc(COc2ccccc2F)n1N)C1CCS(=O)(=O)C1 (configuration not stated),-3.6,4.5,0.4,-2.5,-3.6,0.2,0.8,8.1,-4.0
COc1cccc(/C=C2\C=C(c3ccc(C)cc3)OC2=O)c1OC(C)=O,-0.1,-37.6,-6.6,2.9,-8.3,-1.8,2.5,1.6,18.4
CC(C)(Oc1ccc(Br)cc1)C(=O)N1CCc2ccccc21,-1.3,0.0,4.0,1.8,9.4,5.5,-2.6,-4.4,-0.7
CCN(CC)S(=O)(=O)c1ccc(/C=C/C(=O)OCC(=O)NCc2cccs2)cc1,-1.8,7.5,1.1,0.7,-5.0,-0.2,21.1,/,/
O=C(CCl)Nc1sccc1C(=O)c1ccccc1,-1.1,-1.2,-5.4,1.6,-1.1,0.4,0.1,-2.3,2.0
CS(=O)(=O)N(C(=O)NC(=O)NC1CCS(=O)(=O)C1)C1CCCCC1 (configuration not stated),-1.9,0.1,5.0,0.7,-1.7,-4.0,-0.2,1.2,-0.8
CC(=O)c1ccc(N(C(=O)CNC(=O)c2ccco2)C(C(=O)NC2CCCC2)c2ccco2)cc1 (configuration not stated),0.1,7.3,3.1,-1.0,8.8,5.9,6.2,-3.7,0.3
Cc1nc(NC(=O)c2cc(-n3cnnc3)ccc2Cl)ccc1Br,5.6,-1.8,5.4,9.9,1.8,1.6,2.1,1.0,0.2
COc1ccc2nc(C)cc(N3CCN(S(=O)(=O)c4ccccc4F)CC3)c2c1,-3.3,1.8,0.7,-3.3,-3.2,-2.2,1.9,/,/
c1cc2c(cc1Nc1nc(-c3ccc4c(c3)OCO4)cs1)OCCO2,0.7,9.0,4.0,25.3,-1.4,12.1,10.3,4.4,3.5
O=C(CCc1nc(-c2ccc(F)cc2)no1)Nc1cccc(C(=O)NC2CC2)c1,10.1,/,4.1,2.3,/,/,-1.1,/,/
CC(C)N1CCC(NC(=O)Nc2ccccc2)CC1,-3.2,1.3,10.7,2.8,10.0,6.6,0.5,-3.1,2.1
CCn1cc(C(=O)NCCC(=O)OC)c(=O)c2cc3c(cc21)OCO3,5.9,-3.7,3.5,0.6,4.7,6.2,0.7,1.1,-2.1
CN1CCCN(C(=O)c2cc3c(s2)CCCC3)CC1,0.9,6.2,7.8,2.7,7.0,3.8,5.2,-3.7,-1.2

# Only part of the results is shown (hit frequency here may not be typical).
